PTPN22 act: activators of human LYP (PTPN22) phosphatase; Q9Y2R2; recombinant LYP, DiFMUP fluorescence; 0 = plate median, 100 = signal doubled; activation, % at 2 µM; actives 0.11% (n = 96,000); AID 697;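 active means activation at 2 µM above a set limit, the mean plus 5 SD, cut at about 37% in these data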
PostGolgi ctrl: growth of the yeast control strain, post-Golgi counter-screen; efflux-deficient yeast background strain, growth absorbance A615, 16 h; inhibition, % at 10 µM; actives 5% (n = 98,000)
PTK2B oligo ant: antagonists of human Pyk2 oligomerization; Q14289; Q293 cells, Pyk2 FERM NanoBiT luminescence; stronger effect = lower value; z-score (the deposit names both 25 µM and 10 µM); actives 0.83% (n = 99,000); AID 1347419;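 active means Z-score of -3 or lower, scaled per plate to the spread of control and sample wells; inactive means z-score above -3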;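 further: negative z-score means lost luminescence so less FERM oligomerization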
PTPN22 inh 2: LYP (human) phosphatase inhibition; recombinant LYP catalytic domain, DiFMUP fluorescence; Q9Y2R2; actives 0.21% (n = 96,000); inhibition, % at 2 µM;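 active means inhibition at 2 µM at or above a set limit, the screen mean plus 3 SD, cut at about 24% in these data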;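 further: 0% = DMSO with enzyme and 100% = enzyme fully blocked by orthovanadate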
CYP2C9 act: increases human cytochrome P450 2C9 activity; P11712; recombinant CYP2C9, luciferin-H conversion, luminescence; stronger effect = higher value; factor 1 = untreated enzyme, 0 = blocked; activation factor at 5 µM; actives 1.4% (n = 96,000); AID 1024;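 active means activation factor of 2 or more for CYP2C9 at a 5 µM dose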;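 further: 0 = sulfaphenazole-blocked wells and 1 = vehicle-only wells; values of inactives mirror those of a sister screen read the other way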
DAT uptake mod: human DAT dopamine uptake with cocaine, either direction; LLC-PK1 hDAT cells, [14C]-dopamine uptake with cocaine IC80; actives deviate in either direction; Q01959; AID 449768; actives 1.3% (n = 110,000); B-score at 10 µM;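 active means Z score or B-score, a plate-position-corrected score, falls beyond the plate's 99.7% confidence bounds, in either direction; inactive means both scores lie inside the 99.7% bounds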;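 further: scored against the spread of the other compound wells on the same plate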
Target sequence (Q01959 whole entry, looked up): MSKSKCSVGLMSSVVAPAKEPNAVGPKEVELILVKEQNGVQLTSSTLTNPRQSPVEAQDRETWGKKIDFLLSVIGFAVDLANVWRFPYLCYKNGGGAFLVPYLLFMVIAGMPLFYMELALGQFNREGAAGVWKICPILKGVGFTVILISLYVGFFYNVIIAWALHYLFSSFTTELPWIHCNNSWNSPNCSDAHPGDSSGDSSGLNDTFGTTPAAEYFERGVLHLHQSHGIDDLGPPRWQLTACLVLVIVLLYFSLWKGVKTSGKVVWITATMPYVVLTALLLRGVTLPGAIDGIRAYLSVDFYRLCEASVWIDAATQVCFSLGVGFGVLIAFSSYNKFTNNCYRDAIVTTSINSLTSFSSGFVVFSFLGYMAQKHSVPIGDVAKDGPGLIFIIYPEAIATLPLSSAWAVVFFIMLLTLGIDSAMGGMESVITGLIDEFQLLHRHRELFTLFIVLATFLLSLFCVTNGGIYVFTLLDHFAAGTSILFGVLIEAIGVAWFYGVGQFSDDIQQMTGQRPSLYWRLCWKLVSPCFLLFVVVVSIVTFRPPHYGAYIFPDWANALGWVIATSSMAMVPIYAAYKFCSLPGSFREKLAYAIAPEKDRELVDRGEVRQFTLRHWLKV
E coli WT exp: growth inhibitors of E. coli BW25113 wild type. OD600 absorbance. growth inhibition, % at 100 µM. actives 0.15% (n = 98,000);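 active means growth inhibition above about 50% at one test dose, limit read from the data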;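 further: growth measured after 20 h incubation at 37 °C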
CYP2C9 inhib: inhibitors of human CYP2C9. P11712. AID 777. actives 20% (n = 96,000). CYP2C9 Supersomes, luciferin-H conversion, luminescence. inhibition, % at 5 µM;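 active means blocking of liver enzyme CYP2C9 beyond about 50% at 5 µM, limit read from the data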; further: values of inactives mirror those of a sister screen read the other way
PostGolgi yeast: growth inhibition of a yeast mutant, post-Golgi transport screen; inhibition, % at 10 µM; post-Golgi transport phenotypic cell assay; actives 0.9% (n = 98,000);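 further: yeast cells grown in 1536-well plates; yeast grown about 18 h at 30C before absorbance read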
Numbers without * were called inactive; / = no result given. Unless noted, no stated cut-off is given here; in the data, active means inhibition above about 30%; inactive means the rest.

SMILES	PTPN22 act	PostGolgi ctrl	PTK2B oligo ant	PTPN22 inh 2	CYP2C9 act	DAT uptake mod	E coli WT exp	CYP2C9 inhib	PostGolgi yeast
CCCS(=O)(=O)NCc1cn2cccc(C)c2n1	-8	/	0.35	10	/	1.4	/	/	/
CSc1oc(-c2ccco2)nc1S(=O)(=O)c1ccc(F)cc1	/	4	/	/	/	-0.82	-1	/	-6
COc1ccc(N2C(=O)C3CCCN3C2c2cccc(OC)c2OC)cc1 (centres undefined)	9	5	/	-12	0.8	-0.18	-2	24	1
CN(C)c1ccc(C2C3C(=O)NC(=O)C3ON2c2ccc(Cl)cc2)cc1 (centres undefined)	-2	29	/	-1	0.6	0.55	4	37	-4
O=C(Oc1ccccc1C(=O)N1CCOCC1)c1cccc(Br)c1	-2	-9	0.74	0	1	0.0072	2	0	-6
C=CCN(CC=C)S(=O)(=O)c1ccc(F)cc1	-4	1	0.18	2	0.8	0.26	-2	17	4
COc1ccccc1C(=O)N1CCN(S(=O)(=O)c2ccccc2)CC1	10	8	-0.11	-11	0.5	1.3	5	52*	4
CN(C)C(=O)CSc1nc(-c2ccccc2)nc2c1CCCC2	2	/	-0.59	-2	/	1	/	/	/
CCOC(=O)c1sc(C)c2c1NC(c1ccc(N(C)C)cc1)NC2=O (centres undefined)	5	19	-0.65	-5	0.8	0.059	-3	21	7
O=C(Nc1ccccc1-c1nnc(SCc2ccccc2)o1)c1ccccc1	-12	18	-0.67	14	0.2	-0.36	-32	79*	9
COc1ccc(CCNC(=O)CSc2nnc(Cn3c(=O)sc4ccccc43)n2C)cc1OC	-3	8	0.51	0	1	0.54	-2	-4	6
CC(C)CC(NS(=O)(=O)c1ccc2c(c1)oc(=O)n2C)C(=O)N1CC=C(c2ccccc2)CC1 (centres undefined)	4	2	/	-5	0.9	-1.4	-4	12	-6
CCNc1nc(NC(C)C)nc(N(C#N)Cc2ccccc2)n1	7	22	-2.4	-9	0.9	0.59	1	8	-4
CC(=O)Cc1nsc(NC(=O)c2ccc(-c3ccccc3Cl)o2)n1	-4	4	-0.11	-3	0.7	1.6	3	29	1
CCc1ccc(OCC(=O)Nc2ccc3c(c2)COC3=O)cc1	-1	9	0.56	2	0.7	0.0093	-5	27	4
Cc1ccc(OCC(=O)NC2CCCC2)c(C)c1	8	2	1.5	-4	0.9	-0.27	-1	6	-1
Cc1cc(C)cc(-c2nnc(SCC(=O)N3CCN(C(=O)c4ccco4)CC3)o2)c1	9	9	0.26	-11	2*	1.3	4	-103	-6
Cn1nnnc1SCC(=O)NCC(=O)c1ccccc1	-7	0	0.95	5	1	0.39	4	3	7
CC(=O)c1c(C)cc(C)c(CSc2nnc(-c3ccco3)o2)c1C	16	17	-1.2	-20	0.5	-0.24	-7	51*	-21
Cc1cc(C)cc(OCC(=O)OCC(=O)c2ccc3c(c2)NC(=O)CO3)c1	-4	0	0.75	2	1	-0.31	-10	0	-8
CCCn1nnnc1SCC(=O)N(C(C)C)C(C)C	/	-3	-0.45	/	1	0.88	3	-1	-1
CCCCSc1nnc(-c2ccccc2N)c(=O)[nH]1	-10	14	-0.46	7	0.8	0.41	0	21	1
CC1CN(Cc2nc3c(c(=O)n(C)c(=O)n3C)n2CCc2ccccc2)CC(C)O1 (centres undefined)	-4	/	2.9	7	/	0.24	/	/	/
CSc1nc(-c2ccccc2)nn1C(=O)c1ccc(Cl)cc1	10	12	1.1	-7	0.7	-0.21	-5	26	-4
C=CCN(CC=C)CC(O)Cn1c2ccccc2c2ccccc21 (centres undefined)	-1	10	-0.22	-1	0.7	0.63	18	30	-1
O=C(NCC(c1cccnc1)N1CCOCC1)c1cccc(Cl)c1 (centres undefined)	-4	7	0.5	4	0.8	-1.5	-1	15	-4
COCCN(C(=O)Cc1cccs1)C(C(=O)NCc1ccc(OC)cc1)c1ccc(C(C)C)cc1 (centres undefined)	/	7	-2	/	0.3	-0.17	-15	69*	20
COC(=O)C1=C(C)NC(C)=C(C(=O)OC)C1c1ccc2ccccc2n1	0	27	-0.15	-1	0.5	-0.57	5	50*	-2
CCOC(=O)c1[nH]c(C)c(C(=O)NCc2cccnc2)c1C	1	0	/	-4	1.2	-0.82	2	-17	1
O=S(=O)(c1ccc(Br)s1)n1cccn1	-1	8	0.08	-1	1.5	-0.89	6	-52	-7
O=C(Nc1ccon1)c1sc2ccccc2c1Cl	10	6	0.08	-13	1.2	-0.25	-17	-23	-4
O=c1c2c(nc3n1CCCCC3)-c1ccccc1CC21CCCCC1	7	/	-0.34	-8	/	-0.43	/	/	/
COCCNC(=O)c1ccc(CS(=O)(=O)c2ccc(C)cc2)o1	-5	-7	-0.7	4	1.3	0.17	-2	-30	7
Cc1c(C(=O)N2CCOCC2)sc2ncn(CC(=O)N3CCC(C)CC3)c(=O)c12	/	-8	1	/	1	0.092	4	-1	-9
O=C1CC(N2CCC(C(=O)N3CCCCC3)CC2)C(=O)N1 (centres undefined)	5	1	0.3	-5	1.1	-0.064	-6	-7	9
Cc1cc(NC(=O)C(C)C)ncc1NC(=O)Cc1ccccc1	-5	9	-0.58	4	1	0.031	6	-5	2
COc1ccc(CNC(=O)CCn2cccc2)cc1	1	-17	-0.26	3	0.8	/	5	20	5
CCc1ccccc1N(CC(=O)O)S(C)(=O)=O	3	3	0.33	1	1.2	0.18	2	-19	0
COc1ccc(N=Nc2nc3ccc(Br)cc3n2C)cc1	7	18	-1.1	-5	1.1	/	3	-15	4
CCOC(=O)C(Oc1ccc2c(-c3ccc(OC)cc3)cc(=O)oc2c1C)c1ccccc1 (centres undefined)	44*	0	-2.6	-38	0.2	1.8	-10	78*	4
CCOc1ccc(C2=Nn3c(nnc3-c3cccnc3)SC2)cc1	/	8	-0.08	/	0.9	-0.098	-7	8	6
CC1CCCN(C(=O)CSc2nnc3n(C4CCCC4)c(=O)c4ccccc4n23)C1 (centres undefined)	3	5	-2.5	-6	0.7	3.1*	9	25	-6
Cc1ccc2c(c1)nnn2C1CCN(C(=O)C2CCCCC2)CC1	/	4	0.94	/	0.4	-0.31	-4	61*	0
CCOc1ccc(NC(=S)NC(=O)/C=C/c2ccc(OC)c(OC)c2)c([N+](=O)[O-])c1	-3	1	1.9	5	0.9	0.45	-16	6	-11
Cc1ccccc1C(=O)NC1CCN(CC(=O)Nc2c(C)cccc2C)CC1	-10	/	0.1	7	/	0.26	/	/	/
COc1ccc(-c2nc3ccccc3c(C(=O)Nc3ccc(S(=O)(=O)Nc4cc(C)on4)cc3)c2C)cc1	5	-5	-0.47	-8	1.1	0.19	-3	-8	10
CN1CCN(C(CNS(=O)(=O)c2ccc(F)cc2)c2cccnc2)CC1 (centres undefined)	-1	1	0.09	5	/	-0.32	-11	/	-3
CC(C)COCC1CC2(CC(C)C(=O)CC2=O)C(=O)O1 (centres undefined)	-3	-8	0.16	2	0.8	0.47	7	21	2
CC(C)OC(=O)NC(C)(C)COC(=O)Nc1cccc(Cl)c1	-2	/	-0.91	2	/	-0.86	/	/	/
O=C(CCN1C(=O)c2ccncc2C1=O)Nc1ccc(F)cc1	-8	0	0.69	8	0.9	0.17	6	12	-1
Cn1c(=O)oc2cc(S(=O)(=O)N3CCCC(C(=O)NCc4cccs4)C3)ccc21 (centres undefined)	0	6	/	-4	0.7	0.088	-10	27	3
Cn1c2c(c(=O)n(C)c1=O)[C@@H]1c3c(ccc4ccccc34)OC[C@@H]1CO2	-5	4	-0.39	7	0.8	-0.74	-3	18	15
COc1cccc(COc2ccc3c(C)c(Cc4ccccc4)c(=O)oc3c2)c1	3	/	-0.49	4	/	-1.3	/	/	/
O=C(NC(=S)Nc1ccc(N2CCCCC2)cc1)c1ccco1	8	4	-0.47	-4	1	-0.51	4	3	-1
CN1CCN(CC(=O)NC2CCCCC2)CC1	8	1	-0.35	-5	0.9	-0.19	-1	8	-5
CCN(C(=O)c1cnc2scc(C)n2c1=O)c1ccccc1C	/	-5	/	/	1.2	-0.21	6	-18	-14
COc1ccc(Cn2c(=O)oc3ccc(C)cc32)cc1OC	-10	23	-0.5	14	0.2	0.24	7	79*	6
Cn1c(=O)[nH]c(=O)c2c1nc(NCCCn1ccnc1)n2Cc1cccc(Br)c1	10	10	-0.24	-7	/	0.24	-7	/	6
O=C(Cn1c(=O)n(CCCCC(=O)NC2CCCC2)c(=O)c2ccccc21)NCCC1=CCCCC1	-3	8	-0.28	6	0.9	0.27	-9	6	-2
COc1cccc(C(=O)Nc2cc(C)ccc2NC(=O)COc2ccccc2)c1	2	-3	-1.8	2	0.9	/	-2	12	-4

(further entries)
SMILES	PTPN22 act	PostGolgi ctrl	PTK2B oligo ant	PTPN22 inh 2	CYP2C9 act	DAT uptake mod	E coli WT exp	CYP2C9 inhib	PostGolgi yeast
Cn1cnnc1SCC(=O)Nc1ccccc1Sc1ccccc1	/	/	0.28	/	1	0.042	/	1	/
CS(=O)(=O)N(CC(=O)Nc1ccccc1C(=O)N1CCOCC1)c1ccccc1	-2	/	-0.25	1	/	-0.13	/	/	/
CSc1nsc(SC)c1NC(=O)OCc1ccccc1	9	11	-0.79	-11	0.7	0.38	2	28	-11
CC(=O)c1ccccc1OC(=O)c1ccco1	-2	-5	1.1	1	1	-1	3	-2	3
O=C1c2ccccc2C(O)N1Cc1ccco1 (centres undefined)	/	2	/	/	1	-0.57	20	-2	-5
Cc1cc(OCC(=O)O)c2ccccc2n1	-2	10	0.37	0	1	-0.9	-3	-4	-3
CC(Sc1ccccc1)C(=O)Nc1cccc(N(C)S(C)(=O)=O)c1 (centres undefined)	14	-3	-0.2	-20	0.6	0.89	7	37	10
O=C(c1cccs1)N1CCC(Cc2ccccc2)CC1	14	/	-0.49	-20	/	-0.49	/	/	/
CN1C(=O)CSc2ccc(NC(=O)NCc3cccnc3)cc21	2	-1	0.34	-5	0.3	-0.61	14	72*	-5
COc1ccc(NC(=O)c2sccc2C)c([N+](=O)[O-])c1	-2	9	-0.66	-1	0.9	0.1	-11	5	-6
Cc1ccc(C(c2nnnn2Cc2cccs2)N2CCN(C(=O)c3ccco3)CC2)cc1 (centres undefined)	3	22	-1.2	-5	0.5	1.7	-11	48	0
O=C(Nc1nnc(-c2ccccc2SCc2ccccc2F)s1)Nc1ccccc1F	-7	-7	-0.28	10	0.9	0.23	2	7	6
CCOc1cc(C2C(C(=O)OCC(C)C)=C(C)N=C3SCCC(=O)N32)ccc1OC(C)=O (centres undefined)	-2	11	0.49	0	0.6	1.3	4	40	3
Cc1ccc(O)c(C2=NCCNC(C(F)(F)F)=C2)c1	0	0	-0.53	-2	0.6	-0.094	9	42	-6
COc1ccc(OCCCC(=O)Nc2ccc3c(c2)OCO3)cc1	2	3	0.38	-3	0.3	-0.073	-1	68*	8
Cc1ccc(CC2CC(=O)N(c3nc4ccccc4n3C)C2=O)cc1 (centres undefined)	0	-3	0.66	1	1.5	0.2	5	-46	0
C=CCn1c(N2CCCCCC2)nc2c1c(=O)[nH]c(=O)n2C	-2	7	-1	0	0.7	-0.7	5	26	-10
Cc1cccc(N2CCN(C(=O)Cn3ccc4ccccc4c3=O)CC2)c1C	2	16	-0.37	1	1.2	-0.6	8	-16	-2

Full records as entered above. Order of screens: PTPN22 act	PostGolgi ctrl	PTK2B oligo ant	PTPN22 inh 2	CYP2C9 act	DAT uptake mod	E coli WT exp	CYP2C9 inhib	PostGolgi yeast
Cc1cc(OCC(=O)O)c2ccccc2n1 is listed as -2	10	0.37	0	1	-0.9	-3	-4	-3
C=CCn1c(N2CCCCCC2)nc2c1c(=O)[nH]c(=O)n2C is listed as -2	7	-1	0	0.7	-0.7	5	26	-10

Assay outcomes deposited in PubChem by several laboratories.
